NR3A LBD binder = modulates the human NR3A ligand-binding domain; actives 2.5% (n = 340,000); Tm shift relative to glycine control, % at 25 µM; NR3A LBD differential scanning fluorimetry, Tm shift; 0% = protein alone, 100% = glycine-bound protein;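 active = melting temperature shift of at least 10% of the positive control shift, at one fixed dose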
TIM10 inh = growth inhibitors of TIM10 yeast strain | S. cerevisiae TIM10 strain growth, BacTiter-Glo luminescence, 24 h | inhibition, % at 10 µM | actives 1.4% (n = 330,000);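 active = inhibition of 40% or more at the single tested concentration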;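 note: wild-type TIM10 isogenic control strain grown at permissive 25 °C; 0% = DMSO yeast wells and 100% = minimal medium wells without yeast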
Mdm2-MdmX inh = human Mdm2/MdmX binding inhibition. O15151+Q00987. SaOS-2 split-luciferase Mdm2/MdmX complementation, luminescence. inhibition, % at 8 µM. actives 3% (n = 330,000);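 active = inhibition of at least 50% at 8 µM in the primary screen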
Target sequence (O15151 whole entry, looked up): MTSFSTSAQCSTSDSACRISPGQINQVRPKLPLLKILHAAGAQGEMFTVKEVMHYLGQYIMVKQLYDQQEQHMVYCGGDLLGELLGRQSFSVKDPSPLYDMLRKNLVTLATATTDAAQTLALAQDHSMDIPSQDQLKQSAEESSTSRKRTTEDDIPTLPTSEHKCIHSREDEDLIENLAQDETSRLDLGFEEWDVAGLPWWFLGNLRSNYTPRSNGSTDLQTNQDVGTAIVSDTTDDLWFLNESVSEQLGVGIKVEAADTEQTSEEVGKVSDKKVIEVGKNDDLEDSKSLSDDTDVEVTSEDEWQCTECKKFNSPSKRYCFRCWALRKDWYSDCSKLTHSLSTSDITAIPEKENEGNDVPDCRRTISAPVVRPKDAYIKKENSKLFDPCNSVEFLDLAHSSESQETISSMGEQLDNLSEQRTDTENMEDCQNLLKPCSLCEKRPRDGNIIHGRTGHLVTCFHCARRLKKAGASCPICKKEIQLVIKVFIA
Target sequence (Q00987 whole entry, looked up): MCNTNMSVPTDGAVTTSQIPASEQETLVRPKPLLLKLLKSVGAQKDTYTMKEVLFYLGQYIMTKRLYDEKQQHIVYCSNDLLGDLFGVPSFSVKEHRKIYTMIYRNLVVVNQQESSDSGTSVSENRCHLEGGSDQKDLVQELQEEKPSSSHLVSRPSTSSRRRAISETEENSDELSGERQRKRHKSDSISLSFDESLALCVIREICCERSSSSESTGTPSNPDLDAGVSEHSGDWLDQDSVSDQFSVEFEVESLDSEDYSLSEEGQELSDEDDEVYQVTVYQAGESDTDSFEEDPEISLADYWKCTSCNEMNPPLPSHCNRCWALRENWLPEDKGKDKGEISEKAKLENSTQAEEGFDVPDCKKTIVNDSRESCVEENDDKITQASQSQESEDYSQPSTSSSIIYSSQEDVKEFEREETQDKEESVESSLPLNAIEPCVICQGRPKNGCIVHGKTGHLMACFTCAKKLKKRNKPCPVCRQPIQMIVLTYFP
UPR CHOP act = apoptotic UPR (CHOP) activation; actives 0.34% (n = 330,000); CHO-CHOP luciferase reporter, luminescence; percent of tunicamycin response over DMSO baseline; activation, % at 10 µM;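 active = at 10 µM dose, activation of 40% or more, normalized to positive control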;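 note: 100% = tunicamycin at 10 µg/mL and 0% = DMSO alone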
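Assay system: CHO cells with stable CHOP pathway luciferase reporter; Buffer or medium: F12 plus 10% serum; Times: 16-18 h cell attachment, then 6 h compound exposure, 37 °C; Signal: luciferase luminescence; Read-out basis: percent activation relative to tunicamycin control; Control set: tunicamycin high control, DMSO low control.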
NLRP3 yeast inh = blocks the NALP3 inflammasome reconstituted in yeast; actives 0.39% (n = 330,000); inhibition, % at 10 µM; Yeast reconstituted NLRP3/ASC/caspase-1, beta-gal luminescence, 24 h;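 active = inhibition of 50% or more; inactive = inhibition below 50%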;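 note: plate controls were induced DMSO wells for no effect and uninduced yeast grown without galactose for full effect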
APJ ag = activates the human apelin receptor APJ; P35414; CHO-K1 APJ PathHunter beta-arrestin, luminescence; 0% DMSO wells, 100% apelin; activation, % at 20 µM; actives 0.11% (n = 330,000); AID 2520;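 active = activation more than six SD over the plate average, tested at 20 µM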;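 note: 0% = DMSO alone and 100% = apelin-13 at 10 nM; some results filed as inactive read as strong as hits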
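Assay system: engineered CHO-K1 APJ arrestin reporter cells; Amount: 1000 CHO-K1 reporter cells seeded per well; Dosing: one dose, 20 µM compound, 1% DMSO; Times: compound stimulation 90 min at 25 °C, detection 60 min; Measured by: luminescent beta-gal fragment complementation, chemiluminescent substrate; Read-out: APJ–arrestin association signal; Controls: DMSO vs Apelin-13 10 nM.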
tim10-1 inh = inhibits growth of tim10-1 mutant yeast; AID 463190; inhibition, % at 20 µM; actives 2.2% (n = 330,000); S. cerevisiae tim10-1 ts strain growth, BacTiter-Glo, 24 h;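 active = inhibition of at least 40%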;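 note: mutant grown at 25 °C; 0% = DMSO wells with yeast and 100% = wells holding no yeast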
UPR XBP1 act = adaptive UPR (XBP1) activation; CHO-XBP1 luciferase reporter, IRE1-XBP1 UPR activation, luminescence; percent of tunicamycin response, DMSO as zero; activation, % at 20 µM; actives 0.33% (n = 330,000); AID 463104;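 active = versus positive control, 20 µM dose yields 30% or more activation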;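 note: 100% = tunicamycin at 10 µg/mL and 0% = DMSO only wells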
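incubation = overnight seeding at 37 °C, 6 h compound treatment at 37 °C | assay system = CHO-XBP1 cells stably carrying IRE1-XBP1-driven luciferase reporter | input = 1000 cells per well | detection = luciferase luminescence | dosing = single point, 20 µM final compound, 1% DMSO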
tim23-1 inh = tim23-1 yeast growth inhibition; S. cerevisiae tim23-1 growth, BacTiter-Glo luminescence, 24 h; AID 463212; inhibition, % at 20 µM; actives 1.3% (n = 330,000);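 active = growth inhibition of the mutant yeast at or above 50%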;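 note: temperature-sensitive mutant grown at 25 °C; plate controls were DMSO-treated mutant yeast for no effect and medium wells lacking yeast for full effect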
* hit, by the source's call. Random draw from the library; overall some 8.2% were active at least once.

SMILES | NR3A LBD binder | TIM10 inh | Mdm2-MdmX inh | UPR CHOP act | NLRP3 yeast inh | APJ ag | tim10-1 inh | UPR XBP1 act | tim23-1 inh
Cc1ccc2c(c1)N(CC(=O)N1CCCc3ccccc31)C(=O)C(C)O2 (stereo not drawn) | 0 | 6 | 16 | 1.4 | -5 | -3 | 16 | 0 | 13
CCCOC(=O)c1ccc(NS(=O)(=O)c2cccs2)cc1 | -14 | 30 | 17 | 0.7 | 17 | -3 | 54* | 2 | 38
Cc1ccc(OCc2cc(C(=O)NCc3cnn(-c4cccc(F)c4)c3)no2)cn1 | 2 | 22 | -13 | 1.5 | 22 | -6 | 44* | -4 | 62*
O=S1(=O)CCO[C@H]2Cc3ccccc3[C@H]2N1Cc1ccc(F)cc1 | -3 | 22 | -12 | 1.3 | 22 | 0 | 19 | -1 | 32
COc1ccc(CN(C)C(=O)c2cc(S(=O)(=O)N3CCOCC3)ccc2N2CCCC2)cc1 | 1 | 11 | 10 | 0.9 | 13 | 3 | 25 | -2 | 19
COc1ccc(C(=S)N2CCOCC2)cc1OC(=O)c1ccc(C)cc1 | -2 | 5 | 14 | -0.8 | 4 | -3 | 9 | -4 | 29
O=C(CNC(=O)c1cccs1)c1ccc([N+](=O)[O-])cc1 | -2 | 15 | -11 | 2.1 | -2 | 5 | 10 | 1 | 20
CC1(NC(=O)Nc2ccccc2)CCS(=O)(=O)C1 (stereo not drawn) | 1 | -6 | -1 | -0.3 | 17 | 1 | -4 | 0 | -7
COC(=O)C1=C(C)Nc2ccc(C)cc2S1 | 1 | 5 | -20 | 0.4 | 12 | 0 | 27 | 0 | 23
COCc1[nH]nc2c1C(c1ccccc1F)C(C#N)=C(N)O2 (stereo not drawn) | -1 | 22 | -28 | 0.7 | 2 | 6 | 14 | 0 | 13
COc1ccc(S(=O)(=O)N(CC(=O)NC2CCCC2)c2ccccc2OC)cc1 | 2 | 14 | -11 | 0.2 | 8 | -2 | 31 | -2 | 28
CC(C)Cc1nnc(NC(=O)CCC(=O)N2CCN(Cc3ccc(F)cc3)CC2)s1 | 0 | 11 | 11 | -2.1 | 4 | 0 | 0 | -2 | 3
CC1=NN(C(N)=S)C(=O)C1N=Nc1ccccc1Cl (stereo not drawn) | 3 | 17 | -10 | 2.2 | 23 | 0 | 17 | 1 | 37
Cc1cc(C)cc(N(C(=O)c2csnn2)C(C(=O)NC2CCCCC2)c2ccncc2)c1 (stereo not drawn) | 0 | -14 | 7 | -1.8 | 10 | -2 | 24 | 2 | 10
CC1Cc2ccccc2N1C(=O)Cn1cc([N+](=O)[O-])ccc1=O (stereo not drawn) | 1 | 4 | 28 | 0.0 | 6 | 1 | 6 | -1 | 12
CCN1CCN(CCNC(=O)c2ccc3c(c2)N(Cc2ccc(F)cc2)C(=O)/C(=C/c2ccccc2)S3)CC1 | -5 | -10 | 96* | 4.3 | 14 | 1 | 13 | -1 | -15
O=C(CSc1ccc2ccccc2c1)Nc1nc2ccccc2[nH]1 | 2 | 9 | 43 | 0.0 | 14 | -4 | 10 | 1 | -6
Cc1ccc2nc(CSc3nc(C)ccc3C#N)[nH]c2c1 | 29* | 61* | -205 | 2.6 | 8 | 0 | 38 | -2 | 35
CC(C)CN(C(=O)CSc1nc2ccccc2o1)c1c(N)n(Cc2ccccc2)c(=O)[nH]c1=O | 1 | -4 | 2 | -0.6 | 20 | -2 | -24 | -1 | -13
NS(=O)(=O)c1ccc(CCNC(=O)C2CCN(S(=O)(=O)c3c(Cl)cccc3Cl)CC2)cc1 | 0 | 13 | -17 | -1.1 | 0 | -1 | -8 | -2 | 7

Limited to UPR CHOP act (three entries from above):
Molecule	UPR CHOP act
CC(C)Cc1nnc(NC(=O)CCC(=O)N2CCN(Cc3ccc(F)cc3)CC2)s1	-2.1
O=C(CSc1ccc2ccccc2c1)Nc1nc2ccccc2[nH]1	0.0
COc1ccc(CN(C)C(=O)c2cc(S(=O)(=O)N3CCOCC3)ccc2N2CCCC2)cc1	0.9

(more compounds)
SMILES | NR3A LBD binder | TIM10 inh | Mdm2-MdmX inh | UPR CHOP act | NLRP3 yeast inh | APJ ag | tim10-1 inh | UPR XBP1 act | tim23-1 inh
CCOC(=O)C1CCN(C(=O)/C(=C/c2ccccc2)NC(=O)c2ccccc2)CC1 | -1 | -2 | -1 | 0.6 | 22 | -2 | 23 | -1 | 23
Cc1ccc(C2CC(=O)NC(SCc3ccccc3)=C2C#N)o1 (stereo not drawn) | -23 | 29 | 3 | 1.3 | 8 | -5 | 0 | -3 | 45
COC(=O)c1sccc1NC(=O)COc1ccc(Cl)cc1Cl | -7 | -14 | 26 | 5.0 | 19 | -4 | 27 | 5 | -7
CCc1c(C)nc(SC/C=C/c2ccccc2)[nH]c1=O | 0 | 2 | 34 | -0.5 | 1 | 0 | 8 | -5 | 5
Cc1ccc2c(=O)cc(C(=O)Nc3ccc(S(=O)(=O)Nc4onc(C)c4C)cc3)oc2c1 | -4 | 6 | 6 | -0.7 | 0 | -4 | -11 | -5 | 2
COc1c(F)c(F)c(C(=O)Nc2ccc3oc(-c4ccncc4)nc3c2)c(F)c1F | -9 | -26 | 11 | -1.0 | 16 | 1 | -2 | 1 | -1
CC(C)Cn1c(N)c(C(=O)CSc2ncnc3sc4c(c23)CCCC4)c(=O)n(C)c1=O | -27 | -7 | 35 | -1.9 | 4 | -1 | 5 | -3 | 21
Cc1cc(C(=O)Nc2ccc3c(c2)OCO3)cs1 | 2 | 13 | -159 | 2.6 | 9 | -1 | 1 | -2 | 3
N#CCCN1C(=O)C2(OCCO2)c2ccccc21 | -1 | 0 | -18 | 1.1 | 15 | -1 | 3 | 1 | 0
COC(=O)[C@H](CCSC)NC(=O)NCc1ccc(S(N)(=O)=O)cc1 | -2 | 2 | 6 | -1.1 | 11 | -4 | -3 | -1 | 1
Cc1ccc2c(c1)C(c1ccncc1)=NNC(c1cccnc1)=N2 | -1 | -2 | 0 | 2.5 | 26 | -1 | -4 | -1 | 18
CCCN1CCC(=O)N([C@H](CSc2ccccc2)Cc2ccccc2)CC1 | -2 | 3 | -9 | 1.6 | 29 | 3 | 8 | -4 | 3
Cc1ccc2c(CSc3nnc4ccccn34)cc(=O)oc2c1C | 1 | -8 | 0 | 1.4 | 7 | -2 | 16 | 2 | -1
COc1ccc(C(=O)N/C(=C/c2cccs2)C(=O)NCCCn2ccnc2)cc1OC | -2 | -11 | 5 | -0.4 | 14 | -3 | 4 | 0 | -6
O=C(Nc1cc(Sc2ccccn2)cc([N+](=O)[O-])c1)c1cccc(F)c1 | 5 | 34 | 40 | -2.1 | 10 | 0 | 44* | -2 | 48
CCN(CC)S(=O)(=O)c1ccc(OCCNS(C)(=O)=O)cc1 | -2 | 4 | 7 | -1.0 | 0 | -3 | 5 | 0 | 6
CN1CCN(S(=O)(=O)c2ccc(NC(=S)NC(=O)C3CCC3)cc2)CC1 | 1 | -6 | -16 | 24 | 21 | 0 | 15 | -1 | 29
CCn1cc(C(=O)O)c(=O)c2cc(F)c(N3CCN(C(=S)NC(=O)c4ccccc4Br)CC3)cc21 | -4 | -21 | -13 | 1.2 | 10 | 1 | 4 | -1 | -1
COc1ccc(C2CC(=O)N3CN(c4ccccc4F)CSC3=C2C#N)cc1OC (stereo not drawn) | 0 | -2 | -22 | 0.0 | 7 | -4 | -16 | -1 | 5
COc1ccc(NC(=O)c2ccccc2Cl)cc1NC(=O)CN1CCOCC1 | -1 | 0 | -7 | -1.2 | -15 | 1 | 13 | -2 | 11
O=C(CSc1nncc2ccccc12)N1CCOCC1 | -2 | 14 | 7 | 0.6 | 0 | -4 | 14 | -3 | 5
COc1ccc(S(=O)(=O)N2CCC(NC(=O)c3cccc(F)c3)CC2)cc1 | 2 | -1 | 22 | 1.1 | 12 | -2 | 3 | -2 | 1
Cc1ccc(C(=O)CN2C(=O)NC3(CCc4ccccc43)C2=O)c(C)c1 (stereo not drawn) | 0 | 9 | 29 | 1.3 | 18 | -2 | 39 | -3 | 50
O=S(=O)(c1cccc2c(S(=O)(=O)N3CCCC3)cccc12)N1CCCC1 | 1 | 18 | 6 | 0.3 | 7 | 0 | 2 | -2 | 7
CCOc1ccc(N/C=C/C(=O)c2ccc3ccccc3c2)c([N+](=O)[O-])c1 | 37* | 4 | -66 | 3.8 | 22 | -5 | 15 | 0 | -14
Cc1ccccc1C(O)c1cccnc1 (stereo not drawn) | 1 | -6 | 14 | 0.9 | -32 | -2 | -6 | -3 | -7
COc1ccccc1N1CCN(C2CC(=O)N(C)C2=O)CC1 (stereo not drawn) | -2 | 3 | 9 | -1.8 | 19 | -3 | -14 | -1 | -4
Cc1cc(C(C)(C)C)oc1C(=O)N(CC(=O)NC1CCCC1)c1c(C)cccc1C | -18 | 16 | 13 | -0.9 | 6 | -3 | 35 | 1 | 38
O=C(CSc1n[nH]c(=O)[nH]c1=O)N1CCCCCC1 | 1 | -7 | 11 | 3.1 | 7 | 0 | -7 | -2 | 2
COc1ccc(C2(CNC(=O)CCC(=O)O)CCCC2)cc1OC | 0 | -6 | -11 | -2.1 | 9 | -1 | 14 | -1 | 4
CCCCN(CCCNC(=O)c1ccc2nc(N3CCOCC3)sc2c1)Cc1ccccc1 | 0 | -3 | 21 | 0.7 | 3 | -6 | 9 | -1 | 15
Brc1ccccc1/C=N/Nc1ccc2ccccc2n1 | -4 | 29 | -314 | 7.9 | 15 | -1 | 33 | 3 | 26
O=C(CSc1nnc2ccccn12)Nc1cccc(-c2nc3ccccc3s2)c1 | 0 | -17 | -52 | 1.9 | 13 | 8 | 13 | 2 | -13
O=C(COC(=O)/C=C/c1ccc([N+](=O)[O-])cc1)Nc1ccc2[nH]c(=O)[nH]c2c1 | 4 | -17 | 3 | 0.7 | 15 | 14 | -22 | -1 | -10
CN1CCC(OC(c2ccccc2)c2ccccc2)CC1 | -1 | -3 | -1 | 2.0 | 27 | -5 | -1 | -8 | -8
Cc1ccc(NC(=O)NCCCN2CCCC2=O)c(C)c1 | 0 | 4 | -7 | 0.4 | 13 | -5 | 3 | -2 | -4
COc1ccccc1CCCNC(=O)C1CCC(=O)N(CCCN2CCCC2=O)C1 (stereo not drawn) | -1 | -9 | 10 | -0.7 | 9 | -5 | 1 | -6 | -6
CC(C)c1ccccc1NC(=O)c1ccc2ncsc2c1 | 4 | -1 | 9 | -1.4 | 24 | 1 | -1 | -5 | -3

In the list so far, these contain bromine:
SMILES | NR3A LBD binder | TIM10 inh | Mdm2-MdmX inh | UPR CHOP act | NLRP3 yeast inh | APJ ag | tim10-1 inh | UPR XBP1 act | tim23-1 inh
CCn1cc(C(=O)O)c(=O)c2cc(F)c(N3CCN(C(=S)NC(=O)c4ccccc4Br)CC3)cc21 | -4 | -21 | -13 | 1.2 | 10 | 1 | 4 | -1 | -1
Brc1ccccc1/C=N/Nc1ccc2ccccc2n1 | -4 | 29 | -314 | 7.9 | 15 | -1 | 33 | 3 | 26

Screening data: PubChem BioAssay, Sanford-Burnham Center for Chemical Genomics
